BB579 growth dn: yeast BB579 growth reduction in restrictive medium; S. cerevisiae BB579 growth, OD615, 48 h; inhibition, % at 10 µM; 0.51% of 140,000 active;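 active = inhibition above a set limit, 3 SD over the mean compound inhibition, cut at about 44% in these data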; note: inactives centre near -24
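System: DeaD yeast strain BB579; buffer or medium: CSMM-D dextrose restrictive medium; technique: OD at 615 nm; schedule: 4 h cell preincubation, 48 h compound exposure, 30 °C humidified; doses: single 10 µM dose; controls: amphotericin B 10 µg/mL, positive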
HCT116 bCat-KO: beta-catenin-lacking colon tumor cell growth suppression; HCT116 beta-catenin knockout viability, CellTiter-Glo, 60 h; stronger effect = lower value; AID 818; viability, % at 10 µM; 1.5% of 140,000 active;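 active = viability at or under a set limit, the compound median less 4 SD, cut at about 6% in these data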;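 note: 0% = Hyamine 1622 control at 20 µM and 100% = untreated cell control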
Yeast life ext: yeast lifespan extension | S. cerevisiae growth with nicotinamide, OD615; deaD strain in restrictive glucose medium | inhibition of the nicotinamide effect, % at 10 µM | 0.68% of 130,000 active | AID 775;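 active = inhibition above a set limit, placed 3 SD over the median of all compounds, cut at about 26% in these data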;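 note: 0% = nicotinamide-treated wells and 100% = cells grown without nicotinamide; some compounds called inactive have numbers as strong as hits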
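Measured by: optical density (absorbance) at 615 nm; System: modified budding yeast, DeaD strain; Medium: restrictive CSMM-D dextrose medium; Timing: 4 h preincubation then 48 h treatment at 30 °C.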
MRP1 act: activates MRP-1 | H69AR cells + doxorubicin, viability rescue, CellTiter-Glo | viability increase, % at 10 µM | 0.61% of 140,000 active;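 active = viability gain under doxorubicin at or above a set limit, the compound median plus 3 SD, cut at about 4.7% in these data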;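 note: MRP-1 overexpressing cells given doxorubicin 25 µM after compound pretreatment; 18-22 h compound pretreatment then 72 h with doxorubicin before readout; 0% = doxorubicin-only wells and 100% = vehicle-treated cells without doxorubicin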
E-sel TNF inh: blocks E-selectin expression induced by TNF alpha; inhibition, % at 2 µM; 0.71% of 120,000 active; HUVEC TNFa-induced E-selectin immunofluorescence, high content;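 active = inhibition above the batch mean plus 3 SD, and confirmed as a hit on visual image review, cut at about 43% in these data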;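 note: 0% = TNF-stimulated DMSO wells and 100% = unstimulated control wells; not every result past the cut was called active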
Phagocyt inh: blocks phagocytosis by macrophages | J774A.1 macrophage IgG-bead phagocytosis, imaging | 0.07% of 110,000 active | inhibition, % at 5 µM;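 active = inhibition above the mean of the plate negative controls plus 5 SD, cut at about 13% in these data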;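 note: phagocytic index as fraction of beads internalized from green versus red external bead signal; plate controls were DMSO negative control for no effect and cytochalasin-D positive control for full effect; some results beyond the cut were filed as inactive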
Measles CPE: protection of cells from measles virus | 1.5% of 140,000 active | Measles virus-infected cells, CPE protection, absorbance | protection (pct of control), % at 4 µM | AID 841; in the data active = protection mostly above about 24%, no sharp cut-off; inactive = mostly below about 26%; note: some compounds called inactive have numbers as strong as hits
PTEN del growth: PTEN-deleted cell growth suppression; HCT116 PTEN-null viability, CellTiter-Glo, 60 h; stronger effect = lower value; viability, % at 10 µM; 1.2% of 140,000 active; AID 827;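 active = viability at or below a set limit, 4 SD under the median of all tested compounds, cut at about 3.7% in these data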;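 note: PTEN knockout HCT116 line with beta catenin targeted HCT116 as companion control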
NPY-Y2 antag: NPY-Y2 (human) receptor antagonism. inhibition, % at 2.7 µM. P49146. AID 793. NPY-Y2 expressing cells, antagonist mode. 0.99% of 140,000 active; in the data active = inhibition above about 17%;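 note: 0% = vehicle with agonist challenge and 100% = reference antagonist with challenge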
Target sequence (P49146 whole entry, looked up): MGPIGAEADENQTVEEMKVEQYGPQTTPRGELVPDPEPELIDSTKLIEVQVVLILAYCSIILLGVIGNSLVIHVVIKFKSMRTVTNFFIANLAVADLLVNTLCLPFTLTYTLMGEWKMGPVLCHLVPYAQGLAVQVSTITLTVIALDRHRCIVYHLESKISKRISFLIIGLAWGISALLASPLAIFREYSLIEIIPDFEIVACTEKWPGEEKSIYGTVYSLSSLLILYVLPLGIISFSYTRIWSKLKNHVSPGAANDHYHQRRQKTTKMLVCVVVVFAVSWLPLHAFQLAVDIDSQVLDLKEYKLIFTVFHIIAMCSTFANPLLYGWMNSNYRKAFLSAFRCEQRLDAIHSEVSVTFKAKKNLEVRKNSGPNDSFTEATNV
GALR2 blocker: antagonists of human galanin receptor 2 (GALR2). GALR2-expressing cells, antagonist mode. inhibition, % at 4 µM. AID 828. O43603. 0.39% of 140,000 active; in the data active = inhibition above about 27%;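 note: cells stimulated with galanin 1-16 at roughly its EC80; 0% = agonist challenge control and 100% = basal control without agonist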
Target sequence (O43603 whole entry, looked up): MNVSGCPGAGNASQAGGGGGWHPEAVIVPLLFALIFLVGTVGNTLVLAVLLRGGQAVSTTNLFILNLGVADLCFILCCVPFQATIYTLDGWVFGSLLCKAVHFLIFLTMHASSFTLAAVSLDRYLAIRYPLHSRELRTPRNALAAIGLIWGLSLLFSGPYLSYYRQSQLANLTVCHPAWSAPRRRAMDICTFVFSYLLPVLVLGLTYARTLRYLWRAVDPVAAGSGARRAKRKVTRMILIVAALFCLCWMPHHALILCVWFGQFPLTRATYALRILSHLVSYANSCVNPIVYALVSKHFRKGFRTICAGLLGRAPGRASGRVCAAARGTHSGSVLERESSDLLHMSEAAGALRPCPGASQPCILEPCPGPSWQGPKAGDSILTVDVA
Starred values were filed as active, the others as inactive; . = no result given.

SMILES	BB579 growth dn	HCT116 bCat-KO	Yeast life ext	MRP1 act	E-sel TNF inh	Phagocyt inh	Measles CPE	PTEN del growth	NPY-Y2 antag	GALR2 blocker
Cc1ccc(C(=O)Nn2c(N)c(S(=O)(=O)c3ccc(C)cc3)c3nc4ccccc4nc32)cc1	-53.0	70.4	-24.2	-4.1	-5.7	1.1	0.9	65.4	2.9	2.6
COc1cc(C=O)ccc1OCCCOc1ccccc1[N+](=O)[O-]	-32.7	90.1	9.4	-2.6	.	6.1	8.9	87.4	3.0	-10.0
O=C(N/N=C/c1ccco1)c1cccc(S(=O)(=O)Nc2ccccc2Cl)c1	1.9	95.9	0.6	-3.3	8.6	-5.2	5.3	93.3	4.0	2.5
Cc1nn(S(=O)(=O)c2ccccc2)c(C)c1Sc1ccc([N+](=O)[O-])cc1	2.1	90.4	-2.1	1.1	.	-1.4	7.2	44.0	7.2	0.1
N/C(=N\c1nc2ccccc2o1)NC(=O)c1ccccc1	-55.7	72.2	-8.3	1.1	11.7	1.3	26.4	68.8	4.6	8.8
CCOC(=O)c1c(C)[nH]c(C(=O)CSc2nnc(Nc3ccccc3F)s2)c1C	-37.1	90.2	1.4	-1.9	.	0.0	7.0	97.5	3.4	-2.2
O=C(CSc1nnc(-c2ccccc2)c(-c2ccccc2)n1)Nc1ncc(Cl)cc1Cl	-21.4	77.2	-0.3	2.1	7.1	-8.7	37.1	78.6	5.2	2.7
O=C(Cn1cc(Cl)ccc1=O)c1ccc(Cl)cc1	-6.7	98.2	-0.5	-1.5	.	-6.6	2.6	99.1	3.2	7.3
COc1cccc(C(=O)N(Cc2ccc3c(c2)OCO3)Cc2nc3ccccc3c(=O)[nH]2)c1	-8.9	98.9	-10.0	-1.6	.	0.1	8.5	81.1	0.0	-21.7
O=C(O)CNS(=O)(=O)c1ccc(-c2ccccc2)cc1	-82.6	100.7	-14.9	-0.2	-2.3	0.2	2.6	99.4	0.6	9.3
Cc1nc(SCc2c(F)cccc2Cl)n[nH]1	-10.8	96.4	-14.2	1.4	-7.3	-1.8	5.9	100.0	2.0	-5.9
CCC1=Nc2cc(C(=O)NCCCOC(C)C)ccc2Sc2ccccc21	-44.5	88.3	0.0	-3.2	8.9	1.6	2.6	89.9	1.8	10.1
O=C(NCC1CCCO1)Nc1cccc(Cl)c1 (stereo not given)	-17.9	88.2	-23.1	-0.4	-21.0	-0.3	5.5	92.8	0.9	2.8
Oc1ccccc1N=Nc1nc(-c2ccccc2)c(-c2ccccc2)[nH]1	9.6	10.5	-12.3	-3.8	-5.1	-1.3	-0.7	12.2	-9.1	29.1*
Cn1cc(Cl)c(C(=O)NC2CCCC2)n1	-60.1	93.3	0.5	-1.4	.	-0.3	19.7	102.8	-2.4	3.1
O=C(CCNC(=O)Cn1ccc2ccccc2c1=O)NCCN1CCc2ccccc2C1	-4.4	89.3	-10.0	-0.6	-13.7	-2.3	23.6	94.1	1.2	1.7
COC(=O)C(C)Sc1nnc(Cc2cc(=O)[nH]c(=O)[nH]2)n1-c1ccc(OC)cc1 (stereo not given)	-10.5	99.3	-0.5	0.3	.	-0.7	6.4	104.1	0.3	0.1
CC(Oc1ccccc1)C(=O)Nc1ccc(C(N)=O)cc1 (stereo not given)	-2.3	101.8	-4.4	-0.7	-26.9	1.1	0.6	98.7	-2.7	2.1
CC1CC(C)CN(CCCNC(=O)CC2Oc3ccccc3NC2=O)C1 (stereo not given)	11.2	87.6	-7.5	-2.8	8.0	-0.4	12.3	96.0	0.4	1.5
Cc1ccccc1NC(=S)c1nc2ccccc2[nH]1	49.7*	22.9	-6.0	-3.9	-15.5	2.1	11.6	28.9	3.0	17.9
COc1ccccc1N1CCN(CC(=O)Nc2ccc(C)c(F)c2)CC1	-6.7	83.9	-7.6	-2.4	.	1.1	10.4	86.9	3.3	-1.6
O=C(OCC(=O)N1CCCc2ccccc21)c1ccc(Br)o1	-27.1	102.5	12.1	-0.1	.	-0.5	28.7	105.1	0.3	7.5
COc1ccc(NC(=O)Nc2ccccc2C)c(OC)c1	-45.8	90.5	-20.1	-2.9	.	0.6	8.3	94.7	0.2	10.4
CCn1nc(C)c(NC(=O)CSc2nnc(-c3ccco3)n2C)c1C	0.0	96.7	-4.9	-0.9	-10.7	-0.1	9.4	104.8	2.9	1.6
CNC(=O)CSc1nnc(CCc2ccccc2)n1-c1ccccc1	7.8	96.4	-2.5	-2.3	-12.7	1.7	0.2	98.3	2.6	11.2

Random excerpt: 5 records from the list
SMILES	BB579 growth dn	HCT116 bCat-KO	Yeast life ext	MRP1 act	E-sel TNF inh	Phagocyt inh	Measles CPE	PTEN del growth	NPY-Y2 antag	GALR2 blocker
Cc1nn(S(=O)(=O)c2ccccc2)c(C)c1Sc1ccc([N+](=O)[O-])cc1	2.1	90.4	-2.1	1.1	.	-1.4	7.2	44.0	7.2	0.1
Cc1ccccc1NC(=S)c1nc2ccccc2[nH]1	49.7*	22.9	-6.0	-3.9	-15.5	2.1	11.6	28.9	3.0	17.9
Cc1nc(SCc2c(F)cccc2Cl)n[nH]1	-10.8	96.4	-14.2	1.4	-7.3	-1.8	5.9	100.0	2.0	-5.9
O=C(CCNC(=O)Cn1ccc2ccccc2c1=O)NCCN1CCc2ccccc2C1	-4.4	89.3	-10.0	-0.6	-13.7	-2.3	23.6	94.1	1.2	1.7
Cn1cc(Cl)c(C(=O)NC2CCCC2)n1	-60.1	93.3	0.5	-1.4	.	-0.3	19.7	102.8	-2.4	3.1

With a hit mark in GALR2 blocker, among the entries above:
molecule	BB579 growth dn	Yeast life ext	E-sel TNF inh	Phagocyt inh	Measles CPE	NPY-Y2 antag	GALR2 blocker
Oc1ccccc1N=Nc1nc(-c2ccccc2)c(-c2ccccc2)[nH]1	9.6	-12.3	-5.1	-1.3	-0.7	-9.1	29.1*

Ordered by the number under GALR2 blocker (high to low): three of the compounds above
Structure	BB579 growth dn	Yeast life ext	E-sel TNF inh	Phagocyt inh	Measles CPE	NPY-Y2 antag	GALR2 blocker
O=C(NCC1CCCO1)Nc1cccc(Cl)c1 (stereo not given)	-17.9	-23.1	-21.0	-0.3	5.5	0.9	2.8
Cc1ccc(C(=O)Nn2c(N)c(S(=O)(=O)c3ccc(C)cc3)c3nc4ccccc4nc32)cc1	-53.0	-24.2	-5.7	1.1	0.9	2.9	2.6
CCOC(=O)c1c(C)[nH]c(C(=O)CSc2nnc(Nc3ccccc3F)s2)c1C	-37.1	1.4	.	0.0	7.0	3.4	-2.2

(more compounds)
SMILES	BB579 growth dn	HCT116 bCat-KO	Yeast life ext	MRP1 act	E-sel TNF inh	Phagocyt inh	Measles CPE	PTEN del growth	NPY-Y2 antag	GALR2 blocker
COC(=O)c1ccc2c(=O)n(-c3ccccc3)c(SCN3C(=O)c4ccccc4C3=O)nc2c1	-34.8	88.3	-2.3	-2.4	.	-0.6	5.0	83.3	3.2	-2.8
Cc1ccc(NCCC(=O)c2ccc(Cl)cc2)cc1	-54.5	76.0	-15.0	-1.7	31.5	.	7.5	98.3	3.0	2.8
Nc1ncnc2oc(-c3ccco3)c(-c3ccco3)c12	-46.4	82.1	-14.4	-2.4	-1.6	1.0	15.1	84.1	1.0	-1.6
CCOc1ccc(/C=C2/C(=O)N(c3ccc(OC)cc3)C(=S)N2CC(=O)OC)cc1OCC	-36.7	60.3	.	-1.9	-3.2	.	17.7	52.2	-3.6	5.8
CCCNCC(O)COc1ccccc1C(=O)CCc1ccccc1 (stereo not given)	2.3	75.0	3.0	-3.3	.	.	0.6	78.4	7.8	14.8
COc1ccc(NC(=O)c2cc(S(=O)(=O)N(Cc3ccccc3)c3ccccc3)ccc2Cl)cn1	-44.8	67.2	8.7	-4.9	-1.3	6.5	38.7*	63.9	1.6	3.0
CC(=O)OC(Cn1ccnc1)c1ccccc1 (stereo not given)	-18.2	94.2	-1.4	-2.0	4.1	-0.6	2.7	92.7	-1.8	9.3
CC(/C=C/c1cccc([N+](=O)[O-])c1)=N/NC(=O)c1cccnc1	-4.0	16.0	1.2	-4.8	21.7	-5.2	27.1	18.6	2.7	4.0
CNC(=O)CCCc1nc(-c2ccccc2Cl)no1	-43.6	105.1	-12.1	0.1	-11.7	-0.4	9.5	115.7	-2.4	2.1
O=C(COc1cc(Cl)ccc1Cl)Nc1ccc2c(c1)CCC2	-59.4	35.2	8.4	-2.3	.	2.4	9.8	41.9	8.4	3.1
CN1CC=C2C(C#N)=C(N)C(C#N)(C#N)C(c3ccsc3)C2C1 (stereo not given)	-18.2	82.8	-12.8	-3.0	2.8	-0.8	2.8	94.1	-0.2	-4.1
CCCc1nnc(SCC(=O)N2CCCCC2C)n1CC1CCCO1 (stereo not given)	-26.3	80.8	-4.7	-1.7	-24.0	.	14.3	91.3	1.4	-0.9
CC(C)C(=O)NC(=S)Nc1ccc(S(=O)(=O)NC(C)(C)C)cc1	-3.8	85.6	-12.3	-3.2	39.3	4.9	7.7	85.3	-3.7	1.0
CC(C)CC(=O)NC(=S)NCc1ccccc1	-9.8	88.7	0.0	-4.0	.	1.7	4.4	90.2	3.2	-6.9
C[n+]1ccn(CC(=O)c2ccc(Cl)cc2)c1	-50.7	96.9	5.9	-1.0	0.1	-7.2	38.8*	92.4	2.4	-1.6
O=C(Nc1cccc(F)c1)c1cc(S(=O)(=O)NCCC2=CCCCC2)ccc1F	-42.2	14.8	1.5	-4.4	6.3	-3.3	25.2	31.4	-1.1	-5.9
N#Cc1ccc(NC(=O)N2CCC(c3nc4c(nnn4Cc4cccc(Cl)c4)c(=O)[nH]3)CC2)cc1	-101.5	82.0	-10.0	-2.0	14.1	0.6	20.1	81.6	-0.5	0.7
COc1ccc(C)cc1NC(=O)CN(C)S(=O)(=O)c1cccs1	-32.9	82.1	-5.1	-0.7	-12.8	-0.8	2.3	77.7	7.1	7.9
COc1cc(C(=O)Nc2ccc3c(c2)Cc2cc(NC(=O)c4cc(OC)c(OC)c(OC)c4)ccc2-3)cc(OC)c1OC	-25.1	40.7	-3.7	-5.0	-26.2	-3.6	9.1	45.6	0.9	-9.5
COc1cc2ccc(=O)oc2c(O)c1OCC=C(C)C	-68.4	79.8	-5.7	2.0	6.4	-0.6	7.7	93.3	-2.9	9.2
COc1ccc(C(=O)NC2(C(F)(F)F)N=C3SCCN3C2=O)cc1 (stereo not given)	-31.2	108.7	-3.8	-0.1	-0.5	-0.4	9.8	97.1	-3.1	1.9
CC1CCN(C(=O)CSc2nc3[nH]ncc3c(=O)[nH]2)CC1	-1.7	85.0	-5.2	-2.4	3.4	-7.3	12.2	102.2	0.4	-10.5
O=C(Nc1cc2c(ccc3ccccc32)oc1=O)C1CCCCC1	-42.8	87.8	-8.7	-1.6	-52.1	-0.2	9.1	86.0	1.3	-6.0
